TLR4-MyD88 BLA: inhibitors of TLR4-MyD88 association in cells, primary screen, cell-based, HeLa CL3-4, BLA complementation, FRET ratio; Toll-like receptor 4 (Homo sapiens) + Myeloid differentiation primary response protein …; HeLa CL3-4 TLR4/MyD88 BLA complementation; inhibition, % at 8.4 µM; 0.18% of 200,000 active; in the data active = inhibition above about 25%;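 also: 0% = vehicle and 100% = reference inhibitor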
Target sequence (O00206 whole entry, looked up): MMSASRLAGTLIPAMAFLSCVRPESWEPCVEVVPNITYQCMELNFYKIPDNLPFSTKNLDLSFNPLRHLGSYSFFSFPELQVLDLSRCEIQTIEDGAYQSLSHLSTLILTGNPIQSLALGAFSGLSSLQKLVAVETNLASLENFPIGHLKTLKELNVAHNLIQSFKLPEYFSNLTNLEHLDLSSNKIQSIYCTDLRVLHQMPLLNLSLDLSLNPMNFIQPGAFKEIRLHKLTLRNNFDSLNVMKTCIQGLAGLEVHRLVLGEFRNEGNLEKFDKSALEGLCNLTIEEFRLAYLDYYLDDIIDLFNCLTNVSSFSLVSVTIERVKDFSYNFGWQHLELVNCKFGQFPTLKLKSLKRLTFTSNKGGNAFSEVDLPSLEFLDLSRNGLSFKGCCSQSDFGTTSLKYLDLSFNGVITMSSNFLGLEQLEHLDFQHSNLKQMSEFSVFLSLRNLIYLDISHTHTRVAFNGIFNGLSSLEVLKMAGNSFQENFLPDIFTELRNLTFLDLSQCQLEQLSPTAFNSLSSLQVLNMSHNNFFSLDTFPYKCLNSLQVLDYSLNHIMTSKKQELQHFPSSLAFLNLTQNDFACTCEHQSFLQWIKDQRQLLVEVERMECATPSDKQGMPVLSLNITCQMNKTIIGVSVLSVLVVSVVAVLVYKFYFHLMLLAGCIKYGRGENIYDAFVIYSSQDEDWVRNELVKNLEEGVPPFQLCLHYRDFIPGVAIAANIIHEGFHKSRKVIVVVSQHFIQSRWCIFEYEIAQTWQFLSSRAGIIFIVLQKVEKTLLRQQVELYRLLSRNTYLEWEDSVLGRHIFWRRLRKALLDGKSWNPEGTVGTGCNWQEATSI
Target sequence (Q99836 whole entry, looked up): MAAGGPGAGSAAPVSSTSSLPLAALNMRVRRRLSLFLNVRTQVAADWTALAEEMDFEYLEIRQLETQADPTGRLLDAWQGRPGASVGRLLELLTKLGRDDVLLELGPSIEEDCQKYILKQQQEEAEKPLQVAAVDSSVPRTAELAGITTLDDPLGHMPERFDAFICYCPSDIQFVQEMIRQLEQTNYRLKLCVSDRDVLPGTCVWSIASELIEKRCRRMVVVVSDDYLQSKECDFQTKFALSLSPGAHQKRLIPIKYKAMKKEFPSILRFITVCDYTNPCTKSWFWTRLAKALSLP
PPARg SRC-3 ag: PPARgamma agonists recruiting SRC-3 coactivator, primary screen, biochemical | activation, % at 8 µM | Peroxisome proliferator-activated receptor gamma (Homo sapiens), P37231 | biochemical PPARgamma/SRC-3 coactivator recruitment assay | 0.26% of 200,000 active; in the data active = activation above about 23%;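 also: 0% = DMSO and 100% = reference agonist; some compounds past the cut are filed as inactive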
STAT1 blocker: STAT1 signaling inhibitors, primary screen, cell-based, HTS, luciferase reporter; inhibition, % at 5.5 µM; NIH 3T3 STAT1-luciferase reporter, IFN-gamma, luminescence; 0.35% of 200,000 active;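 active = inhibition above a set limit, the mean inhibition across all tested compounds plus 3 SD, cut at about 34% in these data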;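 also: 0% = IFN-gamma with DMSO and 100% = IFN-gamma with 300 µM nifuroxazide; values of inactives mirror those of a sister screen read the other way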
STAT3 blocker: IL-6 driven STAT3 reporter inhibitors, primary screen, U3A cells, luciferase, luminescence, MLSCN library; inhibition, % at 5.5 µM; AID 862, 2007; 0.89% of 190,000 active; IL-6 STAT3-luciferase reporter; host cell line lacks STAT1;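 active = inhibition above the mean inhibition across all screened compounds plus 3 SD, cut at about 44% in these data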;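 also: 0% = DMSO only wells and 100% = 100 µM nifuroxazide control wells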
S1P3 antagonist: S1P3 receptor antagonists, primary screen, cell-based; CHO S1P3 NFAT-BLA reporter, FRET fluorescence, antagonist mode; inhibition, % at 4.98 µM; 0.27% of 170,000 active;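 active = inhibition above the plate cutoff, the mean inhibition of test wells on that plate plus 3 SD, cut at about 28% in these data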;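 also: cells challenged with S1P at its EC80 of 0.8 µM; blue over green emission ratio from cleaved BLA substrate after 4 h stimulation; 0% = S1P-stimulated wells and 100% = unstimulated DMSO-only wells; some compounds past the cut are filed as inactive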
SRC2 TRFRET art: TR-FRET signal artefacts, primary screen, artefact control for PPARgamma SRC-2 agonist project, biochemical | AID 1049, 2008 | TR-FRET ratio at 8 µM | TR-FRET artefact counter-screen; active compounds read high | 0.4% of 200,000 active; in the data active = TR-FRET ratio above about 2000; also: inactives centre near 1500
PPARg SRC1 recr: PPARgamma agonists recruiting SRC-1 coactivator, primary screen, biochemical; activation, % at 8 µM; PPARgamma-SRC-1 coactivator recruitment biochemical assay; Peroxisome proliferator-activated receptor gamma (Homo sapiens), P37231; 0.41% of 200,000 active; in the data active = activation above about 19%;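 also: 0% = DMSO and 100% = reference agonist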
ROMK mod: ROMK potassium channel modulators, primary screen, cell-based, thallium flux, MLSMR library. Tet-inducible ROMK, thallium flux fluorescence; actives lie on both sides. AID 1918, 2009. B-score at 10 µM. 2% of 130,000 active. ATP-sensitive inward rectifier potassium channel 1 (Homo sapiens), P48048;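 active = signal ratio slope over the read window, or its plate-corrected B-score, at least 3 SD from the plate mean, either direction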;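 also: B-score of the F/F0 ratio slope over 7 to 12 s after thallium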
PPARg SRC2 recr: agonists of PPARg-SRC-2 recruitment, primary screen, biochemical, HTS | Peroxisome proliferator-activated receptor gamma (Homo sapiens), P37231 | PPARgamma LBD-SRC-2 recruitment | activation, % at 8 µM | 0.34% of 200,000 active | AID 1032, 2008; in the data active = activation above about 22%;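 also: 0% = vehicle and 100% = reference agonist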
STAT3 activator: IL-6 driven STAT3 reporter potentiators, primary screen, U3A cells, luciferase, luminescence, MLSCN library. IL-6 STAT3-luciferase reporter; 100% = signal with IL-6 EC80 alone. activation (% of control), % at 5.6 µM. 0.91% of 190,000 active. AID 871, 2007;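 active = activation above the screen-wide mean of compound activation plus 3 SD, cut at about 130% in these data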;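 also: 0% = background luminescence of wells with medium and substrate only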
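Material: STAT1-lacking human U3A cells, STAT3 luciferase reporter | Benchmarks: IL-6-only wells as 100% reference | Probe or stimulus: IL-6 (33 ng/mL) | Timing: Compound 1 h, then IL-6 6 h at 37 °C | Detection: Luminescence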
RAM inhibit: inhibitors of the yeast RAM network, primary screen, dse1pr::URA3 reporter, 5-FOA selection; S. cerevisiae dse1pr::URA3 reporter, 5-FOA growth OD615, 2 d; analog-sensitive cbk1-as2 kinase mutant strain; inhibition, % at 50 µM; 1.8% of 190,000 active; AID 868, 2007;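 active = inhibition above a set limit, 3 SD over mean compound inhibition, cut at about 8.4% in these data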;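 also: 0% = DMSO-only wells with no growth and 100% = 10 µM 1-NA-PP1 full growth; inhibition rescues growth on 5-FOA so higher OD means more RAM inhibition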
* = called active by the depositor; · = not tested or not shown.

SMILES	TLR4-MyD88 BLA	PPARg SRC-3 ag	STAT1 blocker	STAT3 blocker	S1P3 antagonist	SRC2 TRFRET art	PPARg SRC1 recr	ROMK mod	PPARg SRC2 recr	STAT3 activator	RAM inhibit
Cc1ccc(/C=C(\C#N)C(=O)NCCN2CCOCC2)cc1	18	3	-3	10	-19	1901	6	-3.2*	10	96	-0.3
O=C(Cc1c(Cl)cccc1Cl)NC1=NCCS1	2	3	-10	-6	14	1631	5	0.17	5	109	3.8
Oc1ccc(N2CCN(c3ncnc4sc(-c5ccccc5)cc34)CC2)cc1	-2	5	-7	-72	-8	1880	7	0.78	2	159*	3.6
CCN(CC)S(=O)(=O)c1ccc(/C=C/C(=O)O)cc1	4	5	6	6	-10	1452	0	-0.11	2	98	0.1
Cc1ccc(C2(C)NC(=O)N(CC(=O)NCc3cccs3)C2=O)cc1 (stereo unspecified)	-7	-4	-1	-4	-5	1613	6	·	3	104	0.8
CC1CCc2c(sc3nc(CN4CCOCC4)nc(N4CCc5ccccc5C4)c23)C1 (stereo unspecified)	0	3	-3	-7	-5	1577	9	0.19	7	104	0.9
Cc1nc2ncnn2c(C)c1CCC(=O)N1CCN(C(=O)c2ccco2)CC1	6	11	11	7	-9	1523	8	·	-3	96	1.4
CCN(CC)c1ccc2cc(-c3nc4ccccc4[nH]3)c(=O)oc2c1	40*	9	25	99*	31	1621	26*	·	5	21	-0.2
O=C(C1CCC(CNS(=O)(=O)c2cccc3nsnc23)CC1)N1CCN(c2ccccn2)CC1 (stereo unspecified)	-6	0	35*	7	10	1653	6	·	3	96	-0.1
CSc1nc2ccc(NS(=O)(=O)c3c(Cl)cccc3Cl)cc2s1	5	7	5	5	1	1721	16	·	0	95	4.6
CCOc1ccc(NC(=O)CN2C(=O)CSC2=O)cc1	6	0	-22	-8	5	1710	8	0.33	3	110	2.9
O=C(O)CCSc1nnc(COc2cccc3ccccc23)n1-c1cccc(Cl)c1	7	4	0	-2	-4	1497	4	-1	11	102	2.8
O=C(NNc1cccc(Cl)n1)Nc1ccccc1F	9	1	-8	-1	6	1572	-8	-0.041	9	105	0.1
Cc1ccc(CNC(C)c2ccccc2)cc1 (stereo unspecified)	4	-3	3	-6	0	1476	1	-0.14	3	107	1.8
COc1cccc(C(=O)NNC(=O)CCc2ccccc2)c1	14	-2	-7	10	-2	1526	-4	0.61	2	97	-0.1
O=S(=O)(NCCc1csc(-c2cccnc2)n1)c1cccs1	6	9	-2	7	-27	1644	-2	·	7	98	-0.1
Cc1nnc(NC(=O)CSc2ncnc3scc(-c4ccccc4)c23)s1	-21	1	9	18	·	1644	1	·	0	88	2.7
CC1Cc2ccccc2N1C(=O)COC(=O)CNC(=O)c1ccc(Br)o1 (stereo unspecified)	-4	1	0	2	·	1514	4	-0.52	4	98	1.1
C#CCCCCCCC#CCN(C)C	-2	2	-2	12	7	1526	6	0.33	8	97	0.9
O=C(Nc1ccc(N2CCCCC2)cc1)C(Cl)c1ccccc1 (stereo unspecified)	-3	1	-24	-3	9	1735	0	1.1	8	106	-0.5
CCCCn1c(SCC(=O)NCc2ccco2)nc2cc(S(N)(=O)=O)ccc21	-14	-3	9	12	·	1599	1	·	5	92	0.7
Cc1cc(NC(=O)CSc2nccn2-c2ccc([N+](=O)[O-])cc2)no1	-6	-2	5	12	-4	1692	12	1	6	96	2.7
COc1ccc(NCc2nnc(SCC(=O)NCc3ccco3)n2-c2ccccc2OC)cc1	-14	-1	0	3	·	1634	-1	·	8	98	2.4
C/C(CC(=O)Nc1ccc(N(C)C)cc1)=N\NC(=O)c1cnccn1	8	1	-18	8	3	1349	2	-0.028	-1	96	0.2
CCOc1ccc(C2=NNC(c3cccs3)=Nc3ccc(OCC)cc32)cc1	0	-2	2	-3	·	1416	5	-0.073	8	100	0.6
CC(C)C(C)NC(=O)COc1ccc(S(=O)(=O)N2CCOCC2)cc1Cl (stereo unspecified)	-5	-2	9	-1	9	1447	-4	-1.3	10	100	0.8
Cc1cc(OCC(=O)Nc2ccc(N3CCCC3)cc2)cc(C)c1Cl	-9	4	0	-3	·	1480	1	·	-1	104	1.7
Cc1nc(NC(=O)/C=C/c2ccccc2)sc1C(=O)Nc1cccc(Cl)c1	-12	7	4	7	-11	1688	6	·	13	98	3.9
O=C(COc1ccc(Cl)cc1)NCCSCc1cccc(Cl)c1	4	12	-2	1	·	1603	0	·	5	100	5.5
O=C(NCC1CCCO1)C1CCN(C2CCN(CCCC3CCCC3)CC2)CC1 (stereo unspecified)	11	-2	9	8	-13	1380	8	-0.081	3	98	1.3
COc1ccc(CC(=O)NCC2(N3CCCCC3)CCCCC2)cc1	-12	-5	1	-1	-7	1558	2	0.33	-12	109	-0.9
Cc1onc(-c2ccccc2)c1C(=O)N/N=C/c1cc2c(cc1Br)OCO2	6	5	2	10	-4	1474	1	-0.65	2	93	6.2
CCNc1nc(NCC)n2c(SCC(=O)N3CC4(C)CC3CC(C)(C)C4)nnc2n1 (stereo unspecified)	-1	3	3	4	3	1741	7	·	-1	101	0.0
CC(C)(C)c1ccc(OCCOCCn2cnc3ccccc3c2=O)cc1	2	1	-13	-1	6	1543	-6	-0.26	-4	105	-0.1
Cc1cccc(Nc2nnc(SCC(=O)NCc3cccs3)s2)c1	-1	3	-5	-2	8	1454	-3	-1.3	2	109	8.5*
CC(C(=O)O)c1ccc(-c2ccccc2)c(F)c1 (stereo unspecified)	-24	-2	3	-4	-36	1498	7	·	1	105	-1.9
Cc1cccc(N=C2NN=C(c3ccc4c(c3)OCCO4)CS2)c1	0	3	-13	37	·	1570	8	·	9	72	0.8
CC(NC(=O)COC(=O)CC(c1ccccc1)c1ccccc1)c1ccccc1 (stereo unspecified)	4	2	6	-9	12	1511	6	·	6	106	4.4
Cc1cc2nc3c(nc2cc1C)C1(C(=O)N(C)C)CCC3(C)C1(C)C (stereo unspecified)	11	15	3	-10	·	1688	-2	-1.3	19	113	-0.3
CC1(C)CC(=O)C=C(Nc2ccc3c(c2)OCCO3)C1	-13	-1	-4	3	-49	1499	0	·	2	102	0.0

Molecules above that contain a COOH group, in the order listed:
SMILES	TLR4-MyD88 BLA	PPARg SRC-3 ag	STAT1 blocker	STAT3 blocker	S1P3 antagonist	SRC2 TRFRET art	PPARg SRC1 recr	ROMK mod	PPARg SRC2 recr	STAT3 activator	RAM inhibit
CCN(CC)S(=O)(=O)c1ccc(/C=C/C(=O)O)cc1	4	5	6	6	-10	1452	0	-0.11	2	98	0.1
O=C(O)CCSc1nnc(COc2cccc3ccccc23)n1-c1cccc(Cl)c1	7	4	0	-2	-4	1497	4	-1	11	102	2.8
CC(C(=O)O)c1ccc(-c2ccccc2)c(F)c1 (stereo unspecified)	-24	-2	3	-4	-36	1498	7	·	1	105	-1.9

Shown field by field: entries from further up.
> COc1ccc(NCc2nnc(SCC(=O)NCc3ccco3)n2-c2ccccc2OC)cc1
  TLR4-MyD88 BLA: -14; PPARg SRC-3 ag: -1; STAT1 blocker: 0; STAT3 blocker: 3; S1P3 antagonist: ·; SRC2 TRFRET art: 1634; PPARg SRC1 recr: -1; ROMK mod: ·; PPARg SRC2 recr: 8; STAT3 activator: 98; RAM inhibit: 2.4
> Cc1cc(NC(=O)CSc2nccn2-c2ccc([N+](=O)[O-])cc2)no1
  TLR4-MyD88 BLA: -6; PPARg SRC-3 ag: -2; STAT1 blocker: 5; STAT3 blocker: 12; S1P3 antagonist: -4; SRC2 TRFRET art: 1692; PPARg SRC1 recr: 12; ROMK mod: 1; PPARg SRC2 recr: 6; STAT3 activator: 96; RAM inhibit: 2.7

Next section:
SMILES	TLR4-MyD88 BLA	PPARg SRC-3 ag	STAT1 blocker	STAT3 blocker	S1P3 antagonist	SRC2 TRFRET art	PPARg SRC1 recr	ROMK mod	PPARg SRC2 recr	STAT3 activator	RAM inhibit
NS(=O)(=O)c1ccc(NC(=S)Nc2ccc(S(=O)(=O)N3CCCC3)cc2)cc1	1	-3	4	-8	-21	1541	6	0.12	-1	107	1.1
CCCc1ccc(-c2cc(NC(=O)CSc3nnc(N)s3)n(-c3ccccc3)n2)cc1	-1	-2	-65	-16	-4	1451	0	·	-3	109	3.3
O=C(NCCCN1CCOCC1)c1ccc(CSc2ccc(Cl)cc2)cc1	-9	-3	6	-5	-2	1561	-8	-2.3	-10	111	2.4
CCOC(=O)N1CCN(C(=O)c2ccc3c(=O)n(-c4cc(OC)ccc4OC)c(=S)[nH]c3c2)CC1	7	2	48*	7	-9	1547	0	-0.29	0	98	4.3
O=S(=O)(NCc1cn2ccsc2n1)c1ccc2c(c1)OCCO2	-3	-10	6	6	-45	1578	0	·	-3	98	2.2
O=S(=O)(Cc1cnc(Cl)s1)c1ccccc1	-8	7	9	9	·	1704	-1	·	3	98	1.3
N#Cc1ccc(OCC(=O)N/N=C2\CCc3ccccc32)cc1	-8	0	0	-31	·	1440	3	0.29	-2	130	0.5
Cc1csc(SCC(=O)N2CCN(S(=O)(=O)c3ccccc3)CC2)n1	-1	4	-5	-3	-2	1531	2	0.68	-6	105	1.9
CN1CCC(C2(O)c3ccccc3CCc3ccccc32)CC1	0	0	-7	3	-13	1391	-3	-1.4	-2	96	1.9
COc1cccc(CC2(CO)CCCN(Cc3ccc(CN4CCCCC4)s3)C2)c1 (stereo unspecified)	1	0	5	1	3	1628	-2	0.064	8	103	0.4
